Screens as filed in PubChem.
CHRM1 antagonist: antagonists of human M1 muscarinic receptor; P11229; CHO-K1 hM1, Fluo-8 calcium fluorescence, ACh EC80 antagonist; inhibition, % at 3 µM; actives 1.3% (n = 360,000); AID 588852;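 active = percent inhibition above its own plate's cutoff, namely the mean of that plate's compound wells plus 3 SD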;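 note: peak over basal fluorescence ratio during 140 s after agonist addition; 0% = ACh EC80 plus DMSO and 100% = DMSO alone without agonist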
Target sequence (P11229 whole entry, looked up): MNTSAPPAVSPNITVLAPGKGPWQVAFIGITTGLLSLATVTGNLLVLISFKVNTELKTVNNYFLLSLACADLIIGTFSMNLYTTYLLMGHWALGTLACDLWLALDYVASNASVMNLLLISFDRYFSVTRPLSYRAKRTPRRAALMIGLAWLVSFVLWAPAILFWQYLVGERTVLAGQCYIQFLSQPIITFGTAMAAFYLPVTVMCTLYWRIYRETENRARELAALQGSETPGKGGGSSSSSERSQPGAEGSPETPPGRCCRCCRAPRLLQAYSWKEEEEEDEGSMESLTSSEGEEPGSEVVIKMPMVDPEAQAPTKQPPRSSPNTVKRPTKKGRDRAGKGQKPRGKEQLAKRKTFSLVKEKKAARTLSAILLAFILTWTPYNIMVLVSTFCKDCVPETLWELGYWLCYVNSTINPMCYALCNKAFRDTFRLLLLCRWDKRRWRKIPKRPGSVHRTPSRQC
M1 PAM: potentiates human M1 receptor response to acetylcholine; AID 588819; P11229; activation, % at 3 µM; CHO-K1 hM1, Fluo-8 calcium fluorescence, ACh EC20; 0% = ACh EC20, 100% = maximal ACh; actives 0.088% (n = 360,000); in the data active = activation above about 19%, passing the limit was not always enough
CHRM4 antagonist: blocks acetylcholine activation of human M4 receptor; P08173; CHO-hM4 cells, ACh EC80, Fluo-8 calcium fluorescence; inhibition, % at 3 µM; actives 0.73% (n = 360,000);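 active = inhibition above its plate's cutoff, the mean inhibition of sample wells plus 3 SD, cut at about 27% in these data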;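 note: 0% = acetylcholine EC80 with DMSO and 100% = DMSO without agonist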
Target sequence (P08173 whole entry, looked up): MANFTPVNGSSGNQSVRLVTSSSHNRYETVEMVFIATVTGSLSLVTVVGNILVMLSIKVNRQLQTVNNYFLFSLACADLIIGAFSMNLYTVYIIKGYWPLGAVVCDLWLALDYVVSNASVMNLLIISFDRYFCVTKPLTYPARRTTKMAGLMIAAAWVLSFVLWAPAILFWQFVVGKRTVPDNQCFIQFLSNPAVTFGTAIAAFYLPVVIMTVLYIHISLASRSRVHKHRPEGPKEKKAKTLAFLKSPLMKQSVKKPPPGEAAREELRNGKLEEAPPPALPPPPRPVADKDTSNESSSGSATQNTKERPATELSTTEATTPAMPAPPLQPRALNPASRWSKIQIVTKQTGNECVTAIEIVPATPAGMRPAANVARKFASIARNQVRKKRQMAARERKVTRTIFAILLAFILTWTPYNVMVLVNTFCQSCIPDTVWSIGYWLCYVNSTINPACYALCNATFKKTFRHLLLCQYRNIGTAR
CRFR2-BP ag: agonists of human CRF-binding protein/CRF-R2 receptor complex. AID 588473. actives 0.46% (n = 350,000). HEK293 CRF-R2/CRF-BP, calcium dye fluorescence (FLIPR); percent of saturating CRF peptide response. activation, % at 13.2 µM;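 active = activation of at least 50%, plus an integration ratio under a set limit after plate pattern correction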;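 note: plate controls were neutral control wells without compound for no effect and CRF at EC100 for full effect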
CHRM5 antagonist: antagonists of human muscarinic M5 receptor (CHRM5); P08912; inhibition, % at 3 µM; CHO-hM5 cells, Fluo-8 calcium fluorescence, ACh EC80; actives 0.59% (n = 360,000);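 active = inhibition above a per-plate cutoff, the mean of that plate's test compounds plus 3 SD, cut at about 27% in these data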;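 note: 0% = acetylcholine EC80 with DMSO and 100% = DMSO without agonist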
M5 PAM: potentiates acetylcholine response at human M5 receptor | P08912 | CHO-K1 hM5, Fluo-8 calcium, ACh EC20 PAM; 0% = ACh EC20, 100% = ACh EC100 | activation, % at 3 µM | actives 0.3% (n = 360,000) | AID 624038;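 active = activation above the run cutoff, the mean activation of all test compounds plus 3 SD, cut at about 18% in these data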
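System – CHO-K1 hM5 cells · Compound – 3 µM, single dose · Incubation – compound preincubation 140 s before EC20 acetylcholine addition · Technique – Fluo-8 calcium fluorescence · Measure – Max/basal fluorescence ratio as % of EC20–EC100 ACh window · Benchmarks – low control EC20 acetylcholine (0%), high control EC100 acetylcholine (100%) · Replication – singlicate, one well per test compound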
M4 PAM: positive allosteric modulators of human muscarinic M4 receptor. actives 0.4% (n = 360,000). CHO-K1 hM4/Gqi5, Fluo-8 calcium fluorescence, ACh EC20; 0% = ACh EC20, 100% = maximal ACh. P08173. activation, % at 3 µM;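 active = activation above its plate's cutoff, the mean activation of sample wells plus 3 SD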; note: some results filed as inactive read as strong as hits
M4 ag: agonists of human muscarinic M4 receptor (CHRM4); P08173; CHO-K1 hM4/Gqi5, Fluo-8 calcium fluorescence; vehicle 0%, full acetylcholine response 100%; activation, % at 3 µM; actives 0.14% (n = 360,000);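 active = activation above the run mean over all test wells plus 3 SD, cut at about 32% in these data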;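 note: peak over basal fluorescence ratio per well then scaled between controls; 0% = DMSO wells and 100% = acetylcholine at EC100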
M5 ag: agonists of human muscarinic M5 receptor (CHRM5); activation, % at 3 µM; actives 0.19% (n = 360,000); P08912; CHO-K1 hM5 cells, Fluo-8 calcium fluorescence; 0% DMSO wells, 100% maximal acetylcholine response; AID 624037;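 active = activation above the run's mean over test compounds plus 3 SD, cut at about 23% in these data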;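 note: signal is peak over basal fluorescence ratio across the kinetic read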
The depositor's hits bear a star; nt = no result given.

| SMILES | CHRM1 antagonist | M1 PAM | CHRM4 antagonist | CRFR2-BP ag | CHRM5 antagonist | M5 PAM | M4 PAM | M4 ag | M5 ag |
| --- | --- | --- | --- | --- | --- | --- | --- | --- | --- |
| COc1ccc(OC)c(N(CC(=O)N2CCN(c3cc(Cl)ccc3C)CC2)S(C)(=O)=O)c1 | 3 | 1 | 5 | 0.0 | -7 | 0 | -9 | 6 | 0 |
| COc1ccc(Cl)cc1NC(=O)C1CCN(C(=O)Nc2ccccc2)CC1 | -10 | 11 | -6 | -0.3 | 13 | 4 | 4 | 5 | 2 |
| CC(C)(C)C(=O)COC(=O)c1ccc(N)c([N+](=O)[O-])c1 | -4 | 3 | -4 | 0.1 | -10 | -2 | 0 | 0 | 0 |
| O=C(N/N=C/c1ccc(-c2ccccc2)o1)c1ccccc1O | -1 | 0 | 3 | -0.8 | -9 | -2 | -7 | 1 | -1 |
| Cc1ccc(S(=O)(=O)N2CCOCC2)cc1C(=O)NC1CCSc2ccccc21 (stereo not drawn) | -4 | 6 | 0 | -4.8 | 8 | -1 | -3 | 4 | -2 |
| COc1cc(C2C(C(=O)c3cccs3)=C(O)C(=O)N2c2cc(C)on2)ccc1O (stereo not drawn) | -4 | 2 | 6 | 12 | -1 | -6 | -2 | 0 | 1 |
| O=S(=O)(NCCc1ccc(F)cc1)c1cccc2cccnc12 | -3 | 8 | 1 | -4.1 | -5 | 3 | -3 | 2 | 1 |
| COc1ccc(Nc2nc(N3CCCC3)nc3ccccc23)c(OC)c1 | -9 | 2 | 7 | 0.7 | 7 | -4 | -7 | 0 | -3 |
| C=CCSC1=C(C#N)C(c2ccccc2OC)CC(=O)N1 (stereo not drawn) | -19 | 5 | 2 | 2.1 | -3 | 1 | 5 | 0 | -1 |
| CCCCn1c(SCC(=O)Nc2oc(C)c3c(C)n[nH]c(=O)c23)nc2cc(S(N)(=O)=O)ccc21 | -8 | 11 | -5 | 0.9 | 7 | 1 | 4 | 0 | -2 |
| O=C(CCN1C(=O)C2C3CCC(C3)C2C1=O)Nc1ccccc1Cl (stereo not drawn) | -9 | 6 | -6 | -7.7 | 2 | 0 | 1 | 1 | -4 |
| CC1(C(=O)NS(=O)(=O)Cc2cccc(Cl)c2)CCN1C(=O)C1(c2ccc(Cl)cc2)CC1 (stereo not drawn) | -7 | 2 | 5 | nt | 9 | -1 | -1 | 2 | 0 |
| COc1ccc(C(=O)CC(=O)C(=O)Nc2ccc(C)c(C)c2)cc1 | 1 | -1 | 3 | -6.2 | 4 | 3 | -2 | 1 | -3 |
| COc1ccc(C(=O)C2CCCN(C(=O)Cn3ccc(C)n3)C2)cc1OC (stereo not drawn) | 0 | 4 | -9 | -0.6 | 6 | 4 | 8 | 3 | -3 |
| CCOc1ccc(OCCC(=O)Nc2ccc3c(c2)OCO3)cc1 | -8 | 7 | -10 | -1.6 | 7 | -5 | 14 | 3 | -2 |
| CC1CCN(S(=O)(=O)c2ccc3c(c2)c(=O)c(C(=O)N2CCCCC2)cn3C)CC1 | -10 | 13 | 2 | 0.8 | 2 | -5 | 1 | 0 | -5 |
| C[C@H](CO)N1C[C@H](C)[C@@H](CN(C)S(=O)(=O)c2cccs2)Oc2c(NS(=O)(=O)c3ccccc3)cccc2C1=O | 2 | -3 | -8 | -2.0 | 8 | -7 | 3 | 9 | 1 |
| COc1ccc(C(=O)NC2CC(C)(C)NC(C)(C)C2)cc1OC | -12 | 5 | -6 | 4.7 | -8 | 9 | -3 | 1 | 6 |
| CCOC(=O)c1c2ccccc2[n+]([O-])n1[C@@H](C)C(N)=O | -5 | 5 | -1 | -2.0 | 9 | 9 | -6 | 1 | 1 |
| O=c1cnc2ccccc2n1Cc1ccccc1C(F)(F)F | 6 | -3 | -18 | -0.5 | -10 | -1 | 0 | 2 | -4 |
| CC(C)(C)NC(=O)CSc1nc2ccc(Nc3nc(N4CCOCC4)nc(N4CCOCC4)n3)cc2s1 | 8 | -3 | 3 | 0.4 | -2 | -9 | -8 | 5 | -2 |
| C/C(=N\NC(=O)C1COc2ccccc2O1)c1ccc(N2CCOCC2)cc1 (stereo not drawn) | -7 | 3 | 1 | -0.3 | 11 | -2 | -3 | 1 | -2 |
| CCOC(=O)c1[nH]c2ccc(C)cc2c1N | -5 | -1 | 1 | -0.1 | 11 | -4 | -4 | 2 | 2 |
| Cc1cc(C)cc(OCC(=O)OCC(=O)Nc2ccc(Cl)cn2)c1 | -26 | 9 | -8 | 5.8 | -6 | -7 | 9 | 1 | -4 |
| COc1ccc(Br)c(C(=O)OCC(=O)NC2CCCCCCC2)c1 | -9 | -4 | 3 | -0.8 | 0 | -2 | -7 | 5 | 0 |
| CN(C(=O)COC(=O)Cc1ccc(Cl)cc1)C1CCCCC1 | -5 | 14 | 4 | 0.4 | -9 | 14 | 6 | 1 | 2 |
| O=[N+]([O-])c1ccc2c(c1)nnn2-c1ccccc1 | -21 | 13 | 0 | 0.5 | 9 | 0 | -1 | 1 | -5 |
| Cc1ccccc1NS(=O)(=O)c1ccc(C(=O)N2CCN(c3ccccn3)CC2)cc1 | 30 | -20 | 0 | -0.7 | 18 | -21 | -11 | 16 | 5 |
| Cc1ccc(NC(=O)CN(C)C(=O)COc2ccc(C(=O)c3ccc(F)cc3)cc2)cc1 | -5 | 7 | -24 | -0.5 | -8 | -7 | -2 | 15 | -3 |
| CN1CCC(Oc2ccccc2Sc2ccc(C(F)(F)F)cc2)CC1 | 64* | -24 | 6 | -1.5 | 14 | -20 | -6 | 1 | -9 |
| CCOc1ccc(-c2nnc3ccc(SCC(=O)N4CCCCC4)nn23)cc1 | -6 | 2 | 5 | -2.6 | -3 | -2 | 2 | 1 | 0 |
| COC(=O)c1cc(OC)c(OC)cc1NC(=O)c1ccc(OC)c(OC)c1 | -9 | 2 | 7 | 0.5 | 7 | -8 | -5 | 1 | 0 |
| COc1cc(C[C@@H]2C(=O)OC[C@H]2Cc2ccc(OC)c(OC)c2)ccc1O | 50* | -24 | 14 | 0.9 | 15 | -16 | -5 | 17 | 11 |
| CCOC(=O)C1=NN(C(=O)c2ccco2)C2(CC2)C1 | -13 | 6 | -4 | -0.1 | -7 | 6 | 14 | 0 | -5 |
| Cc1cnc2ccc(F)cc2c1 | -26 | 1 | -5 | nt | -2 | 1 | -2 | 1 | -1 |
| COc1cc(/C=N/NC(=O)Cn2cnc3ccccc3c2=O)ccc1O | -9 | 1 | -7 | 1.2 | 10 | -11 | 4 | 1 | -2 |
| O=C(COc1ccc2ccc(=O)oc2c1)Nc1ccc(CCO)cc1 | -10 | 1 | -5 | 0.1 | 6 | -1 | 4 | 5 | 0 |
| O=C(CCN1CCCCC1)NNC(=S)NC(=O)c1ccc(Br)cc1 | -5 | 5 | 0 | 2.9 | -5 | 1 | 5 | 2 | 0 |
| COc1ccc(S(=O)(=O)N2CCOCC2)cc1NS(=O)(=O)c1ccc(F)c(F)c1 | -7 | 7 | 3 | 0.6 | 5 | 2 | 4 | 2 | 2 |
| COc1ccc(CCNC(=O)[C@@H]2C[C@H]2c2ccccc2)cc1OC | 8 | -4 | 9 | -0.1 | 1 | 3 | -6 | 0 | -1 |
| C[C@@H](NC(=O)[C@@H]1CCCN1C(=O)[C@@H]1CCCN1C(=O)c1ccccc1)c1ccccc1 | nt | nt | 0 | nt | 6 | 0 | 9 | 1 | 1 |
| CCC(=O)N/N=C(\C)CC(=O)Nc1cccc([N+](=O)[O-])c1 | -14 | 10 | -2 | -1.1 | 1 | 3 | -1 | 1 | 1 |
| CCOC(=O)c1sc(N)c(C#N)c1COC(=O)C1=COCCO1 | 8 | 5 | 6 | 1.6 | 3 | 2 | 6 | 1 | 3 |
| CCOc1ccc(-c2c(C#N)c(N)nc3c2c(=O)n(C)c(=O)n3C)cc1OC | 2 | 0 | -4 | 0.8 | 3 | -4 | 2 | 1 | -2 |
| CC[C@@]1(C(=O)OC)N[C@H](CN(C)C(=O)c2ccc(C)cc2)[C@@H]2C(=O)N(Cc3ccccc3)C(=O)[C@@H]21 | -10 | 9 | -12 | -1.0 | -5 | -2 | -1 | 8 | 0 |
| N#C/C(=C\c1c(Oc2ccccc2F)nc2ccccn2c1=O)C(=O)NC1CCS(=O)(=O)C1 (stereo not drawn) | -15 | 8 | 0 | 11 | 5 | -1 | -3 | 1 | -1 |
| Cc1ccc2c(c1)c(N=NC(N)=O)c(O)n2C | -1 | 11 | 4 | 0.3 | -8 | 1 | -1 | 2 | -2 |
| CCN(CC)S(=O)(=O)c1cccc(NC(=S)NC(=O)/C=C/c2ccc(S(=O)(=O)N3CCOCC3)cc2)c1 | 14 | -7 | 7 | 0.7 | 7 | -2 | -10 | 3 | -1 |
| COc1ccc(N2CC(C(=O)Nc3nnc(SCC(=O)c4ccccc4)s3)CC2=O)cc1 (stereo not drawn) | -4 | 3 | -8 | 2.0 | 0 | -2 | -3 | 6 | -1 |
| COc1ccc(NC(=O)c2cc(C(C)C)on2)cc1OC | 3 | 0 | -1 | -2.5 | 0 | -5 | -6 | 0 | -1 |

Continued:
| SMILES | CHRM1 antagonist | M1 PAM | CHRM4 antagonist | CRFR2-BP ag | CHRM5 antagonist | M5 PAM | M4 PAM | M4 ag | M5 ag |
| --- | --- | --- | --- | --- | --- | --- | --- | --- | --- |
| CCOc1ccc(N(CC(=O)Nc2ccccc2Cl)S(C)(=O)=O)cc1 | -21 | 10 | -9 | 3.4 | 4 | -1 | 5 | 2 | -2 |
| O=C(Nc1ccn(Cc2ccc(Cl)cc2)n1)c1ccc2c(c1)OCO2 | 2 | -2 | 4 | -0.5 | -1 | -1 | -5 | 0 | -5 |
| C=CCn1c(SCCCCCC)nc(O)cc1=O | -6 | 10 | 0 | 0.7 | -11 | 10 | 16 | -3 | 4 |
| O=C(NCc1ccccc1)c1ccc(Br)o1 | 1 | 7 | -1 | -1.1 | 7 | 0 | 5 | 1 | 2 |
| O=c1[nH]c(C2CCN(S(=O)(=O)c3ccccc3C(F)(F)F)CC2)nc2c1nnn2Cc1ccccc1 | -21 | 20 | -1 | -2.1 | -12 | 12 | -16 | 0 | -2 |
| Cc1nn(-c2ccccc2)c(C)c1/C=C/C(=O)OCC(=O)Nc1ccc(C(N)=O)cc1 | -12 | 6 | -10 | -1.9 | 3 | 1 | 1 | 1 | 3 |
| CC(=O)Nc1ccc(S(=O)(=O)Nc2nc(C)nc3sc4c(c23)CCC4)cc1 | -9 | 4 | -7 | 1.5 | -8 | 1 | -4 | -1 | 2 |
| CCOc1ncccc1C(=O)OCC(=O)NCCc1ccccc1 | -18 | 9 | 4 | -1.0 | 2 | 2 | 1 | 0 | 2 |
| C=CCOc1ccccc1CN1CCCCCC1 | 3 | -9 | 9 | -0.1 | 13 | -12 | -5 | 0 | -21 |
| CCc1cc(-c2n[nH]c(C)c2Oc2ccc(C(C)C)cc2)c(O)cc1O | -1 | 5 | 3 | 3.6 | 3 | -4 | -3 | 0 | -2 |
| CC(=O)c1cc2cccc(OC3(C)CCN(Cc4ccc5ccccc5c4)C3)c2o1 (stereo not drawn) | 0 | -4 | 13 | nt | 2 | -3 | -6 | 3 | -1 |
| COc1ccc(C)cc1NC(=O)COC(=O)C1CC1 | 11 | 5 | -8 | 0.9 | 2 | -8 | 8 | 1 | -2 |
